MrgX1 allo act: human MrgX1 positive allosteric modulation, primary screen; Q96LB2; MrgX1-HEK293, Fluo-4 calcium flux, FDSS; stronger effect = higher value; B-score at 10 µM; 310,000 tested, 0.63% active; AID 588675;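 active = plate-corrected calcium response at least 3 library SD above typical, normal starting fluorescence, not activating the receptor alone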;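 also: compound read alongside a low EC10 to EC30 dose of BAM8-22 agonist; peak minus trough fluorescence over baseline measured at the second addition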
TRPC6 inh: mouse TRPC6 channel inhibition | Q61143 | HEK293-TRPC6, membrane potential dye, ACh-evoked depolarization; stronger effect = lower value | B-score at 10 µM | 310,000 tested, 1.1% active;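 active = B-score under library mean minus 3 SD, initial fluorescence not abnormally high, positive integrated signal ratio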;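 also: B-score derived from integrated fluorescence ratio over the kinetic read; more negative B-score means stronger inhibition of depolarization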
TMEM16A inh: mouse TMEM16A channel inhibition, primary screen; normalized B-score (activity score, 25-100; higher = stronger inhibition) at 10 µM; Q8BHY3; AID 588511; HEK293 TMEM16A/YFP iodide influx fluorescence, ionomycin; 310,000 tested, 1.2% active;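 active = ratio plate-corrected score three or more library SD toward inhibition, starting fluorescence score within five deviations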;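 also: score derived from kinetic fluorescence span divided by baseline fluorescence per well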
TRPC4 agonist: TRPC4 (mouse) channel activation; Q9QUQ5; HEK293 TRPC4beta/mu-opioid, Fluo4 calcium fluorescence; stronger effect = higher value; B-score at 10 µM; 310,000 tested, 0.49% active;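 active = B-score above 5 SD of library B-scores, and initial fluorescence ratio not above library mean plus 5 SD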;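 also: positive B-score marks a calcium rise read as TRPC4 activation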
Target sequence (Q9QUQ5 whole entry, looked up): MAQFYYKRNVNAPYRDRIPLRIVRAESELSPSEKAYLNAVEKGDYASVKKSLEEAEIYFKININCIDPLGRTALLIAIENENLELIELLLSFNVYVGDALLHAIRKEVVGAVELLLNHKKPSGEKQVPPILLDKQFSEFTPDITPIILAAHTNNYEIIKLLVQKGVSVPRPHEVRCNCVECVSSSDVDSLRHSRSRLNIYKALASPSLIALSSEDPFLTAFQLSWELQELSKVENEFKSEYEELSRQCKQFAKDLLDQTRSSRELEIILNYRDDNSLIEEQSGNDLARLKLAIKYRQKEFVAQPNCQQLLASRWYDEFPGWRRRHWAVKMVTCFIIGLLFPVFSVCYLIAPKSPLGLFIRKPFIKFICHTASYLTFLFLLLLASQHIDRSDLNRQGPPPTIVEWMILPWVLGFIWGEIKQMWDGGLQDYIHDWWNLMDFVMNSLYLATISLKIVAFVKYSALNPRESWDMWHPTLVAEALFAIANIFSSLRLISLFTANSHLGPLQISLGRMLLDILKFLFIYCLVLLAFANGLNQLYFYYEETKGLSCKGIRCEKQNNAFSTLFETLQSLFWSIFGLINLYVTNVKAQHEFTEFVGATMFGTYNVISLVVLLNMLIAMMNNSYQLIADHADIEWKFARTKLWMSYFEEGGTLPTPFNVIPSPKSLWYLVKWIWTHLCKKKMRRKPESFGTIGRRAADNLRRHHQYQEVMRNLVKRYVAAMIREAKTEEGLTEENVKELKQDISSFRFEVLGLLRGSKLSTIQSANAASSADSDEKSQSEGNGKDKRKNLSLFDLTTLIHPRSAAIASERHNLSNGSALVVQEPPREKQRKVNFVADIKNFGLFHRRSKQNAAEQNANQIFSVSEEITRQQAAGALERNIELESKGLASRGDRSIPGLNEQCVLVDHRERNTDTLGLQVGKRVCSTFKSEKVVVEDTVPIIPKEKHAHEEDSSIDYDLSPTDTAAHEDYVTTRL
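Test system: HEK293 cells stably co-expressing mouse TRPC4beta and mu-opioid receptor | Schedule: Fluo4 dye loading 45 min at room temperature, 110 s recording | Measured by: Kinetic Fluo4 calcium fluorescence, 5 s baseline at 1 Hz | Evaluation: B score of integrated ratio | Controls: Buffer (low) and maximal DAMGO (high)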
SKKanGAS inh: blocks kanamycin growth of S. pyogenes SKKanGAS strain; BacTiter-Glo, 6 h; inhibition, % at 7.5 µM; 300,000 tested, 1.3% active; AID 1662;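 active = mean replicate score, as percent of positive control median, at least 50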;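 also: strain carries kanamycin resistance gene driven by streptokinase promoter and grows in 40 µg/ml kanamycin; loss of luminescence reflects streptokinase promoter inhibition or plain growth inhibition; 0% = median of DMSO wells and 100% = positive control at its reference dose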
TRPC6 activator: activates the mouse TRPC6 cation channel. Q61143. HEK293-TRPC6 membrane potential dye fluorescence; stronger effect = higher value. B-score at 10 µM. 310,000 tested, 0.13% active. AID 2550;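 active = B-score of the integrated fluorescence ratio above library mean plus 3 SD, and starting fluorescence ratio within library mean plus 5 SD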;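 also: higher score means more depolarization so channel activation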
TMEM16A act: activates or potentiates the mouse TMEM16A chloride channel. B-score at 10 µM. AID 623877. Q8BHY3. 340,000 tested, 0.3% active. HEK293 TMEM16A/YFP-H148Q/I152L, iodide quench fluorescence; stronger effect = lower value;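 active = fluorescence-ratio B-score plate-corrected deviation score at least 3 library SD below zero, with starting fluorescence score within 5 deviations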;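 also: channel opened by trigger with iodide after compound preincubation; score built on the fluorescence ratio of max minus min over baseline; more negative score means more quench and so TMEM16A activation or potentiation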
TRPC4 inh: inhibitors of mouse TRPC4 channel; Q9QUQ5; HEK293 TRPC4beta/mu-opioid, DAMGO-evoked Fluo4 calcium flux; stronger effect = lower value; B-score at 10 µM; 300,000 tested, 0.39% active;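 active = B-score over 3 SD under the library average, no early fluorescence shift, positive overall ratio signal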
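Assay system: Stable TRPC4beta/mu-opioid receptor HEK293 cells | Reagent: DAMGO in two steps, submaximal then maximal | Compound dosing: Single concentration per test compound | Signal: Fluo4 Ca2+ flux fluorescence | Evaluation: Per-well B score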
MrgX1 antag: human MrgX1 receptor antagonism, primary screen; Q96LB2; MRGX1-HEK293 calcium flux, Fluo-4, BAM8-22 antagonism; stronger effect = lower value; B-score at 10 µM; 310,000 tested, 1.3% active; AID 588676;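 active = calcium-response B-score plate-corrected more than 3 library SD below zero, starting fluorescence within 5 deviations, no agonist response on first addition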;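 also: peak minus trough fluorescence over baseline after final BAM8-22 challenge near maximal dose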
MrgX1 ag: activates human MrgX1 receptor signaling. MrgX1-HEK293 cells, Fluo-4 calcium fluorescence, agonist mode; stronger effect = higher value. Q96LB2. B-score at 10 µM. 310,000 tested, 0.44% active;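 active = calcium response B-score plate-corrected fluorescence ratio at least 3 library SD, with starting fluorescence B-score inside 5 SD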
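System: HEK293 cells stably expressing human MrgX1 receptor; Dosing: test compound in the initial addition of three; Schedule: overnight plating, then 30 min 37 °C plus 30 min room-temperature dye loading; Detection: kinetic calcium dye fluorescence, Fluo-4 NW; Controls: per-plate positive and negative controls for Z′ factor.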
TRPC4 PAM: TRPC4 (mouse) allosteric potentiation. Q9QUQ5. HEK293 TRPC4beta/mu-opioid, DAMGO EC20, Fluo-4 Ca2+ flux; stronger effect = higher value. B-score at 10 µM. 310,000 tested, 0.42% active;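 active = B-score of calcium response area above 5 SD of library B-scores, with initial fluorescence ratio within 5 SD of library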;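 also: B-score of integrated fluorescence ratio over time as area under calcium response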
Starred values were filed as active, the others as inactive; i = inactive; / = not tested or not shown.

SMILES	MrgX1 allo act	TRPC6 inh	TMEM16A inh	TRPC4 agonist	SKKanGAS inh	TRPC6 activator	TMEM16A act	TRPC4 inh	MrgX1 antag	MrgX1 ag	TRPC4 PAM
O=C(CSc1ccc(F)cc1)NCCc1ccc(Cl)cc1	i	i	i	i	-0.5	i	i	i	i	i	i
COc1ccc(Cl)cc1NC(=O)CN(C)C(=O)CNC(=O)C12CC3CC(CC(C3)C1)C2	i	i	i	i	-21.9	i	i	i	i	i	i
O=C(Nc1ncccc1O)c1ccc(Cl)c(S(=O)(=O)N2CCCCC2)c1	i	i	i	i	6.7	i	i	i	i	i	i
CCOC(=O)C1=C(C)OC(N)=C(C(=O)OCC)C1c1cccnc1 (centres undefined)	i	i	i	i	-8.1	i	i	i	i	i	i
CN(C)/C=N/c1ncc(C(=O)c2ccccc2)s1	i	i	i	i	2.0	i	i	i	i	i	i
COc1ccc(OCCC(=O)Nc2nccs2)cc1	i	i	i	i	3.7	i	i	i	i	i	i
NS(=O)(=O)c1cc(C(=O)OC2CCOC2=O)ccc1Cl (centres undefined)	i	i	i	i	-3.1	i	i	i	i	i	i
O=C(c1cccnc1)N1N=C(c2cccs2)CC1c1ccc(F)cc1 (centres undefined)	i	i	i	i	-3.5	i	i	i	i	i	i
Cn1c(SCc2ccccc2)nc(N)c(N=O)c1=O	i	i	i	i	-1.2	i	i	i	i	i	i
CC(=O)Nc1cccc(-c2cn3ccccc3n2)c1	i	i	i	i	-2.9	i	i	i	i	i	i
COc1ccc(C)cc1NC(=O)C(=O)N/N=C(\C)CC(=O)Nc1cccnc1	i	i	i	i	6.1	i	i	i	i	i	i
CCn1cc(C(=O)Nc2ccc(NC(=O)c3ccco3)cc2)c(=O)c2ccc(C)nc21	i	i	i	i	5.0	i	i	i	i	i	i
O=C1OCCN1/N=C/c1ccc([N+](=O)[O-])o1	i	i	i	i	44.9	i	i	i	i	i	i
O=C(c1ccco1)n1nc(-c2ccc(Cl)cc2)nc1NCc1ccco1	i	i	i	i	4.9	i	i	i	i	i	i
COc1ccc(S(=O)(=O)N2CCCC2C(=O)Nc2ccc(C)cc2)cc1 (centres undefined)	i	i	i	i	7.2	i	i	i	i	i	i
Cc1ccccc1C(=O)N[C@H](C(=O)OCC(=O)c1ccc[nH]1)C(C)C	i	i	i	i	-3.9	i	i	i	i	i	i
Cc1ccc2cc(/C=C3\N=C(c4ccccc4)OC3=O)c(N3CCOCC3)nc2c1	i	i	i	i	-1.3	i	/	i	i	i	i
COc1ccc(-c2ccc(SCC(=O)c3cccs3)nn2)cc1	i	i	i	i	0.6	i	i	i	i	i	i
C=CCN(c1ccccc1)S(=O)(=O)c1cccc(C(=O)NC2CCC(O)CC2)c1 (centres undefined)	i	i	i	i	-8.0	i	i	i	i	i	i
CCCCn1c(NCc2ccccc2NS(=O)(=O)c2ccc(C)cc2)nc2ccccc21	i	i	i	i	3.6	i	i	i	i	i	i
Cc1cccc(-n2cnc(C(=O)NC3CCCCCC3)c2)n1	i	-6.03*	i	i	2.6	i	i	i	i	i	i
CSc1nc(O)c(Cc2ccccc2)c(=O)[nH]1	i	i	i	i	1.9	i	i	i	i	i	i
CC1=C(SCCC#N)S/C(=C2\SC(C)=C(SCCC#N)S2)S1	i	i	i	i	-0.6	i	i	i	-5.25*	i	i
O=c1c2ccccc2c(-c2ccc(Br)cc2)nn1Cc1ccccc1	i	i	i	i	11.4	i	i	i	i	i	i
Cn1c(SCC(=O)c2ccccc2)nnc1-c1cccc(N)c1	i	i	i	i	2.1	i	i	i	i	i	i
(continued)
SMILES	MrgX1 allo act	TRPC6 inh	TMEM16A inh	TRPC4 agonist	SKKanGAS inh	TRPC6 activator	TMEM16A act	TRPC4 inh	MrgX1 antag	MrgX1 ag	TRPC4 PAM
Cn1c(-c2c(N)n(CCc3ccccc3)c3nc4ccccc4nc23)nc2ccccc21	i	-5.74*	i	i	104.2*	i	i	-6*	i	29.4*	i
COc1ccc(N(C(=O)CNC(=O)c2ccco2)C(C(=O)NCC2CCCO2)c2ccccc2)cc1Cl (centres undefined)	i	i	i	i	10.0	i	i	i	i	i	i
CCC(C)(C)NC(=O)c1cccc(NC(=O)C(C)C)c1	i	i	i	i	-13.6	i	i	i	i	i	i
C=CCn1c(COc2cccc3ccc(C)nc23)nnc1SCC(=O)OC	i	i	i	i	-0.9	i	i	i	i	i	i
O=C(O)CC(c1cccc(Cl)c1)n1cccc1 (centres undefined)	i	i	i	i	-6.2	i	i	i	i	i	i
CCOC(=O)c1sc(N)c(C(=O)Nc2ccccc2)c1C	i	i	i	i	-17.5	i	i	i	i	i	i
Cc1cc2cc(CNC(=O)c3ccc(S(=O)(=O)N4CCCCC4)cc3)ccc2n1C	i	i	i	i	3.9	i	i	i	i	i	i
CC(Oc1ccc(Cl)cc1Cl)C(=O)Nc1ccc(OCC(=O)O)cc1 (centres undefined)	i	i	i	i	-4.4	i	i	i	i	i	i
CCc1ccc2c(c1)C(c1ccc([N+](=O)[O-])cc1)=NNC(c1ccc(C)cc1)=N2	i	i	i	i	-0.5	i	i	i	i	i	i
O=C(c1cccc2nccnc12)N1CCCC(Nc2ccc(F)c(F)c2)C1 (centres undefined)	i	i	i	i	-0.6	i	i	i	i	i	i
COc1ccc(-n2c(-c3ccccc3)cc3c2CCCC3=O)cc1	i	i	i	i	4.0	i	i	i	i	i	i
Cc1nn(CC(O)CN2c3ccccc3Sc3ccccc32)c(C)c1Br (centres undefined)	i	i	i	i	100.1*	i	i	i	i	i	i
CCc1ccc2[nH]c(=O)c(CN(Cc3ccccc3)C(=O)Nc3ccccc3OC)cc2c1	i	i	i	i	36.1	i	i	i	i	i	i
Cc1cccc(C)c1NC(=O)COC(=O)c1cc(-c2cccnc2)nc2ccccc12	i	i	i	i	0.1	i	i	i	i	i	i
O=[N+]([O-])c1ccccc1NCc1ccc(Cl)cc1	i	i	i	i	18.8	i	/	i	i	i	i
CCC(NC(=O)c1cccc(Cn2cc([N+](=O)[O-])cn2)c1)c1ccc(C(C)C)cc1 (centres undefined)	i	i	i	i	4.8	i	i	/	i	i	i
Cc1cccc(OCCC(=O)Nc2ccc(F)c(Cl)c2)c1	i	i	i	i	0.5	i	i	i	i	i	i
O=C(COC(=O)CNS(=O)(=O)c1ccc2ccccc2c1)Nc1ccccc1Sc1ccccc1	i	i	i	i	15.1	i	i	i	i	i	i
Cc1cc(C)n2nc(C(=O)OCC(=O)c3cc(C)n(CC4CCCO4)c3C)nc2n1 (centres undefined)	i	i	i	i	-0.8	i	i	/	i	i	i
O=C(Nc1ccccc1)NC1CS(=O)(=O)CC1O (centres undefined)	i	i	i	i	5.3	i	i	i	i	i	i
Cc1ccc(S(=O)(=O)N(CC(=O)Nc2cccnc2)c2ccccc2C)cc1	i	i	i	i	5.5	i	i	i	i	i	i
Oc1ccccc1C1=NCCNC(C(F)(F)C(F)F)=C1	i	i	i	i	-2.5	i	i	i	i	i	i
O=C(O)c1ccc(N=NN2CCCCCC2)cc1	i	i	i	i	-5.8	i	i	i	i	i	i
N#CCCN1CCN(Cc2ccccc2)CCC1=O	i	i	i	i	4.1	i	i	/	i	i	i
COC(=O)C(CCCCN1C(=O)C2C3C=CC(C3)C2C1=O)N1C(=O)C2C3C=CC(C3)C2C1=O (centres undefined)	i	i	i	i	6.5	i	i	i	i	i	i
More results follow.
SMILES	MrgX1 allo act	TRPC6 inh	TMEM16A inh	TRPC4 agonist	SKKanGAS inh	TRPC6 activator	TMEM16A act	TRPC4 inh	MrgX1 antag	MrgX1 ag	TRPC4 PAM
COc1ccc(C(=O)Nc2nnc(SCC(=O)NCC3CCCO3)s2)cc1OC (centres undefined)	i	i	i	i	24.1	i	i	i	i	i	i
COc1c2occc2c(OC)c2c(=O)cc(C(F)(F)C(F)(F)F)oc12	i	i	i	i	-1.1	i	i	i	i	i	i
Cc1ccc(C(=O)Nc2ccccc2N2CCN(C(=O)C(C)C)CC2)cc1	i	i	i	i	0.1	i	i	i	i	i	i
COCCN1Cc2cccc(C(=O)N3CCN(c4cc(C)ccc4C)CC3)c2C1=O	i	i	i	i	-0.5	i	i	i	i	i	i
COCC(C)N=Cc1c(O)[nH]c2ccccc12 (centres undefined)	i	i	i	i	-0.3	i	i	i	i	i	i
O=C(Nc1cccnc1Cl)c1cc(-c2ccco2)on1	i	i	i	i	-2.5	i	i	i	i	i	i
CCc1ccc(NC(=O)C2CCCN(S(=O)(=O)c3cccnc3)C2)cc1 (centres undefined)	i	i	i	i	-10.0	i	i	i	i	i	i
O=C(CN1C(=O)NC2(CCCC2)C1=O)Nc1nc2ccccc2[nH]1	i	i	i	i	-0.3	i	i	i	i	i	i
COc1ccc(-c2cc(C(F)(F)F)n3nc(C(=O)N(C)Cc4ccccc4)cc3n2)cc1OC	i	i	i	i	20.9	i	i	i	i	i	i
CC(=O)N1CCc2cc(S(=O)(=O)CCC(=O)NCCc3ccccc3)ccc21	i	i	i	i	6.8	i	i	i	i	i	i
CCOc1ccc(NC(=O)CSc2nnc(NC(=O)C3CC3)s2)cc1	i	i	i	i	19.1	i	i	i	i	i	i
Cc1nn(C)c(C)c1S(=O)(=O)NC1CCCc2ccccc21 (centres undefined)	i	i	i	i	6.1	i	i	i	i	i	i
CCSc1ncccc1C(=O)N[C@@H](CCSC)C(=O)OC	i	i	i	i	-8.7	i	i	i	i	i	i
CCN1/C(=C2\C(=O)N(C)C(=S)N2C)C=Cc2cc(C)ccc21	i	i	i	i	17.8	i	i	i	i	i	i
Cn1c(SCC(=O)Nc2cc(C(C)(C)C)nn2-c2ccccc2)nc2ccccc21	i	i	i	i	-11.1	i	i	i	i	i	i
CC1(C)Cc2ccccc2C(NNC(=O)c2ccncc2)=N1	i	i	i	i	1.3	i	i	i	i	i	i
CS(=O)(=O)Nc1ccccc1C(=O)Nc1ccccc1C(=O)N1CCCC1	i	i	i	i	-1.4	i	i	i	i	i	i

Screening results as filed in PubChem BioAssay.
